MEKK2wt PB1 HTS = raises or lowers MEK5 binding to wildtype human MEKK2 PB1 domain; bead flow cytometry, Alexa488-MEK5 binding to MEKK2 WT; actives lie on both sides; binding response (% of control), % at 10 µM; 1.1% of 290,000 active; in the data active = binding response below about 67% or above about 130%
p-CIP stab down = p/CIP protein destabilization; decrease of EGFP signal, % at 10 µM; F442A p/CIP-EGFP cells, EGFP fluorescence, 16 h; Q05BA5; 0.01% of 290,000 active;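 active = EGFP signal decrease of at least 30% at 10 µM or well 3 SD below plate mean, unless failing retest; inactive = the rest, including hits failing retest or dose response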; also: some compounds called inactive have numbers as strong as hits; many of its hits are not listed in these tables
Target sequence (Q05BA5 1-1403): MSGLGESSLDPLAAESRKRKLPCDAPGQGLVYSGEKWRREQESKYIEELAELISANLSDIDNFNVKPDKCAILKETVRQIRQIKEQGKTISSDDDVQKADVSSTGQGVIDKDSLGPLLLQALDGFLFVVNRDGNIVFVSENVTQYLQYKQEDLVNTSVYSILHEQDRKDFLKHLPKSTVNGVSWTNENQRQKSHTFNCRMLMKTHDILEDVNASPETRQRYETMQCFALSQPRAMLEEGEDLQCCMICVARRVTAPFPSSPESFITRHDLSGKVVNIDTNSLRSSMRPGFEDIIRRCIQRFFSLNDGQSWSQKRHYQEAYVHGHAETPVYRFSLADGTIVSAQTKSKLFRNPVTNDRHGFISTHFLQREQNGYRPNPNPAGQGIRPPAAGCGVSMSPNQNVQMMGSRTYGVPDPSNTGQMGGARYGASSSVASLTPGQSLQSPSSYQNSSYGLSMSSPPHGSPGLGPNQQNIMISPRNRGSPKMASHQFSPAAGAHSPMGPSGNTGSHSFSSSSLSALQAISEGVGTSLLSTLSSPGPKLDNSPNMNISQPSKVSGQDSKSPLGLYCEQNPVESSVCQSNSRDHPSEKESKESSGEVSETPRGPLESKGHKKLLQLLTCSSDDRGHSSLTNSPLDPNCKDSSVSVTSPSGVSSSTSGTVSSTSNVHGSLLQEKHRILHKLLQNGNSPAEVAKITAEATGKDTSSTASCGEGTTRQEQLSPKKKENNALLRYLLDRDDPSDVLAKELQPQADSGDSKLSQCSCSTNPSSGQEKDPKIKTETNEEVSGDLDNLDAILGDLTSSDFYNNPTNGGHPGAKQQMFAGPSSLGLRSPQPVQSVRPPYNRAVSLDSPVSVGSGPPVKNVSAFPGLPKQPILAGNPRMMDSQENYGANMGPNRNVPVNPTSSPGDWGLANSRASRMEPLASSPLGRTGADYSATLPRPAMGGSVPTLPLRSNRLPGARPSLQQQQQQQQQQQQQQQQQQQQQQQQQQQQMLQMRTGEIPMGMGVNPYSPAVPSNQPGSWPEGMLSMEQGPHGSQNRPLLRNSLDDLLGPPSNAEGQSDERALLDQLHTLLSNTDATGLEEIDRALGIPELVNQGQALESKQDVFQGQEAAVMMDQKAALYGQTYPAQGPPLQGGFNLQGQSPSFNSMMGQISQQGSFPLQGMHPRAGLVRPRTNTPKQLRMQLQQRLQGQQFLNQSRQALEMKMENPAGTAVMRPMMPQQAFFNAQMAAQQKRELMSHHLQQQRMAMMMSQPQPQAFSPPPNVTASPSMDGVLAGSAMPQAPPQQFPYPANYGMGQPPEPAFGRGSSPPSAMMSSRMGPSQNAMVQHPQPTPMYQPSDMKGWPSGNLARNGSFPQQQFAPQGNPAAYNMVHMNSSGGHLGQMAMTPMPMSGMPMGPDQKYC
IDE cell inh = cellular human IDE inhibition; P14735; 0.41% of 320,000 active; inhibition, % at 5.59 µM; AID 434962; HEK cells, FAbetaB cleavage, fluorescence polarization;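 active = percent inhibition above the average of all tested compounds plus 3 SD, set per screening campaign, cut at about 16% in these data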;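 also: IDE supplied by intact live HEK cells; FP after avidin binding of uncleaved biotin substrate so inhibition keeps polarization high; 0% = DMSO wells and 100% = 60 µM reference IDE inhibitor Ii1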
NALP1 inh = inhibitors of NALP1 inflammasome in yeast. S. cerevisiae NALP1/ASC/caspase-1 growth, X-gal OD620, 72 h. inhibition, % at 10 µM. 0.61% of 280,000 active; in the data active = inhibition mostly above about 24%, no sharp cut-off; inactive = mostly below about 32%; also: some compounds called inactive have numbers as strong as hits
IDE act = boosts human insulin-degrading enzyme activity in HEK cells; P14735; FAbeta-B cleavage, fluorescence polarization; 0% vehicle, 100% cell-free pure enzyme wells; activation, % at 5.96 µM; 0.073% of 340,000 active; AID 493087;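 active = activation above the mean of all tested compounds plus 3 SD, set per screening campaign, cut at about 17% in these data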
M18AAP inhibitor = PfM18AAP enzyme inhibition; recombinant PfM18AAP, H-Glu-NHMec fluorogenic cleavage; inhibition, % at 7.35 µM; 1.2% of 290,000 active;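 active = inhibition above the campaign mean inhibition over all tested compounds plus 3 SD, cut at about 28% in these data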;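 also: 0% = plate median of test compound wells and 100% = 2 mM ZnCl2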
MEKK2 mut-MEK5 = signal of MEK5 binding to mutant human MEKK2 PB1 domain | bead flow cytometry, Alexa488-MEK5 binding to MEKK2 mutant | percent response, % at 10 µM | 0.35% of 290,000 active; in the data active = percent response above about 24%, passing the limit was not always enough; also: inactives centre near 1; some results filed as inactive read as strong as hits; reference of the scale not given here
SUMO HTRF inh = inhibitors of human SUMOylation (UBC9); HTRF SUMOylation assay, SAE1/SAE2 + UBC9, in vitro; 0.36% of 290,000 active; inhibition, % at 35 µM; AID 2006; in the data active = inhibition above about 50%, passing the limit was not always enough; also: strong numbers were not always called active
MEKK3 PB1 HTS = MEKK3-MEK5 PB1 interaction, increase or decrease; Q99759; bead-based flow cytometry, Alexa488-MEK5 binding to MEKK3; actives lie on both sides; 0 = blocked by unlabeled MEK5, 100 = vehicle; binding response (% of control), % at 10 µM; 1.4% of 290,000 active; AID 1529;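 active = binding response more than 3 SD above or below the average of its plate-row segment, actives on both sides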;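 also: Alexa488 bead fluorescence after subtracting the streptavidin-only scavenger bead signal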
* hit, by the source's call; nt = not tested or not shown. Some of the compounds tested. The share of hits here may be higher or lower than overall.

SMILES	MEKK2wt PB1 HTS	p-CIP stab down	IDE cell inh	NALP1 inh	IDE act	M18AAP inhibitor	MEKK2 mut-MEK5	SUMO HTRF inh	MEKK3 PB1 HTS
CCCNc1c(NS(=O)(=O)c2ccc(Cl)s2)c(=O)oc2ccccc12	96	-3	-4	34	8	8	-12	1	93
COc1ccc(NC(=O)C(=O)Nc2cccc3ccccc23)c(OC)c1	115	-6	-9	-2	-2	-7	6	9	113
Cc1ccc(-c2cc([C@H]3[C@H]4C=CC[C@@H](C)[C@@H]4C(=O)N3Cc3ccccc3)ccc2F)cc1	84	-19	-1	18	5	nt	2	3	86
O=C(O)C1CCN(C(=O)c2cccc3ccccc23)CC1	96	-2	0	6	1	-5	0	0	101
COc1ccc(C(C)NC(=O)c2ccccc2Br)cc1OC (stereo unspecified)	101	-7	2	-5	-2	-4	-7	-3	97
Cc1ccccc1CC1(CO)CCCN(C(=O)c2ccccc2N(C)C)C1 (stereo unspecified)	95	4	0	17	-3	3	-12	-8	104
COc1ccc(S(=O)(=O)NCc2cccnc2)cc1Br	110	-7	-4	4	3	-1	9	-10	101
CCCCOC(=O)c1c(C)oc2ccc(NS(=O)(=O)c3ccc4c5c(cccc35)C(=O)N4)cc12	94	9	2	-20	5	-17	-2	-4	106
CN(Cc1c(F)cccc1Cl)C(=O)c1cnc2ccccc2n1	96	-13	2	21	-3	-3	-5	-12	101
Cc1cc(NC(=O)c2ccc(NC(=O)C(C)C)cc2)no1	116	1	-3	-2	5	-4	8	14	109
CCOc1ccc(OCC(=O)NCCc2nc3ccccc3[nH]2)cc1	110	-7	0	1	6	-3	3	7	111
Cc1cc(C)nc(Nc2n[nH]c(-c3ccccc3Cl)n2)n1	100	-1	1	-19	0	-8	6	0	101
Cc1ccccc1CNC(=O)c1ccccc1NS(C)(=O)=O	107	-6	2	-14	7	-5	-6	2	116
O=S(=O)(Nc1cccc2ccccc12)c1ccccc1	89	3	3	-41	6	7	-12	3	93
CC(C)NC(=O)Cn1c(SCC(=O)N2CCCc3ccccc32)nc2ccccc21	104	-16	-2	-9	7	7	3	-3	101

The final three records of the part before lead into the next.
SMILES	MEKK2wt PB1 HTS	p-CIP stab down	IDE cell inh	NALP1 inh	IDE act	M18AAP inhibitor	MEKK2 mut-MEK5	SUMO HTRF inh	MEKK3 PB1 HTS
Cc1ccccc1CNC(=O)c1ccccc1NS(C)(=O)=O	107	-6	2	-14	7	-5	-6	2	116
O=S(=O)(Nc1cccc2ccccc12)c1ccccc1	89	3	3	-41	6	7	-12	3	93
CC(C)NC(=O)Cn1c(SCC(=O)N2CCCc3ccccc32)nc2ccccc21	104	-16	-2	-9	7	7	3	-3	101
COCCn1c(SCc2nnc(-c3ccc(OC)c(OC)c3)o2)nnc1-c1ccncc1	107	-9	2	nt	-11	5	3	-13	106
CC(=O)N1c2ccc(S(=O)(=O)N3CCCC(C(=O)NCc4ccc(Cl)cc4)C3)cc2CC1C (stereo unspecified)	99	-5	2	-4	3	-3	4	1	104
Cn1cccc1/C=N/NC(=O)c1cccnc1	102	-2	2	-4	3	5	6	4	113
COc1ccc(CN(C)S(=O)(=O)c2nnc(NC(=O)c3cccc(F)c3)s2)cc1OC	99	1	-6	21	0	-3	0	16	98
CC1=C(C(N)=O)C(c2cccnc2)n2nc(-c3cccc(C)c3)nc2N1 (stereo unspecified)	89	nt	5	nt	1	-3	1	nt	100
NS(=O)(=O)c1ccc(CCNC(=O)C2(S(=O)(=O)c3ccc(Cl)cc3)CC2)cc1	105	-5	2	-10	3	2	6	10	104
CCOC(=O)/C(=C\C=C\N1CCOCC1)C(C)=O	89	-8	3	21	-3	-2	-15	16	97
COc1cccc(NC(=O)[C@@H]2CCC(=O)N2C2OC(=O)c3ccccc32)c1 (stereo partly specified)	96	3	5	12	4	3	-1	1	95
Cc1nc(/C=C\C(=O)O)c2cc(C)oc2n1	105	0	-3	10	5	2	3	27	101
Cc1ccc(NS(C)(=O)=O)c(C(=O)c2ccccc2)c1	99	3	-2	1	-2	-4	-2	13	104
O=C(COC(=O)CCC(=O)c1cccs1)Nc1ncc(Cl)cc1Cl	103	0	-3	14	-5	-3	14	15	100
COc1ccc(C(=O)N=C2CCC(C#N)=C3c4cc(OC)c(OC)cc4CCN23)cc1	106	-17	8	25	1	1	4	0	102
COc1ccccc1NS(=O)(=O)c1cc([N+](=O)[O-])ccc1N/N=C/c1c(C)[nH]c2ccccc12	nt	-118	8	9	-4	7	67*	21	75
O=C(CCCCn1c(=O)[nH]c2ccsc2c1=O)NCc1ccc2c(c1)OCO2	103	-13	-3	-1	-1	-6	4	9	106
COc1ccc(C(CCN(Cc2ccc(OC)c(OC)c2)C(C)=O)C(C)C)cc1 (stereo unspecified)	104	1	nt	10	0	0	0	-6	103
CCN(CC)S(=O)(=O)c1ccc(N2CCOCC2)c(NC(=O)c2ccccc2F)c1	nt	2	2	-4	1	-1	nt	7	nt
Cn1c2ccccc2c2cc(C(=O)N3CCOCC3)sc21	96	-3	-1	-13	-4	3	-5	30	96
COc1ccc(OC)c(NC(=O)CCN2CCC(C)CC2)c1	101	-10	-1	12	3	-2	1	15	96
O=C(CC1C(=O)NCCN1Cc1cccc(F)c1)NCCCCCN1CCOCC1 (stereo unspecified)	102	0	-1	15	3	19	4	3	98
COc1ccc(Oc2cnc3ccccc3n2)cc1	97	13	3	-3	2	0	-4	-15	94
C=CC[n+]1ccn(-c2nc3ccccc3nc2[N-]S(=O)(=O)c2cccs2)c1	105	6	-1	-7	5	16	2	13	104
Cc1cccc(OCC(=O)NNC(=O)CCc2ccccc2)c1	100	-8	nt	16	2	20	-3	2	102
Cc1ccccc1-n1cc(C(=O)c2cc(Cl)ccc2O)cc(C#N)c1=O	108	10	4	22	-7	2	-1	-11	104
CNc1ncc(C(=O)c2ccc(F)cc2)s1	94	12	0	15	10	6	-4	-10	103
CCOc1cc(/C=N/NC(=O)Cc2ccc(C(F)(F)F)cc2[N+](=O)[O-])c(Br)cc1OC	112	0	5	-14	1	-2	7	2	116
COC(=O)c1cccc(NS(=O)(=O)c2ccc(OC)cc2)c1C	111	-10	3	6	6	-6	2	0	112
CCC1CCCCN1CCCNC(=O)C1CC(=O)N(CCc2ccccc2)C1 (stereo unspecified)	107	-5	6	9	3	-5	5	10	101
O=C(O)CCC(=O)Nc1ccc(Br)cn1	100	-6	2	-5	4	-2	3	18	100
O=C(CC(Nc1cccc(Cl)c1Cl)C(=O)O)c1ccccc1 (stereo unspecified)	111	2	5	8	-2	-54	1	-3	123
COc1ccc(-c2cn3cc(C(=O)NN)ccc3n2)cc1	102	-15	3	-3	2	3	3	38	104

Reformatted in markdown: part of the list above.
| SMILES | MEKK2wt PB1 HTS | p-CIP stab down | IDE cell inh | NALP1 inh | IDE act | M18AAP inhibitor | MEKK2 mut-MEK5 | SUMO HTRF inh | MEKK3 PB1 HTS |
| --- | --- | --- | --- | --- | --- | --- | --- | --- | --- |
| CCC1CCCCN1CCCNC(=O)C1CC(=O)N(CCc2ccccc2)C1 (stereo unspecified) | 107 | -5 | 6 | 9 | 3 | -5 | 5 | 10 | 101 |
| O=C(O)CCC(=O)Nc1ccc(Br)cn1 | 100 | -6 | 2 | -5 | 4 | -2 | 3 | 18 | 100 |
| O=C(CC(Nc1cccc(Cl)c1Cl)C(=O)O)c1ccccc1 (stereo unspecified) | 111 | 2 | 5 | 8 | -2 | -54 | 1 | -3 | 123 |
| COc1ccc(-c2cn3cc(C(=O)NN)ccc3n2)cc1 | 102 | -15 | 3 | -3 | 2 | 3 | 3 | 38 | 104 |

Remaining list, next part.
SMILES	MEKK2wt PB1 HTS	p-CIP stab down	IDE cell inh	NALP1 inh	IDE act	M18AAP inhibitor	MEKK2 mut-MEK5	SUMO HTRF inh	MEKK3 PB1 HTS
COc1ccc(CNC(=O)N[C@@H](Cc2c[nH]c3ccccc23)C(=O)O)cc1	104	-4	-9	12	4	-2	5	11	104
CNC(=S)N1CCN(c2c(F)cc3c(=O)c(C(=O)O)cn(C4CC4)c3c2OC)CC1C (stereo unspecified)	96	6	6	17	3	5	6	13	97
C=CCN1C(=O)C(CC(=O)Nc2ccc(OCCC)cc2)N(CCCN2CCN(Cc3ccccc3)CC2)C1=S (stereo unspecified)	183*	2	1	15	5	0	42	-14	111
Cc1ccc(S(=O)(=O)/N=C(/c2ccccc2)N2CCOCC2)cc1	89	-13	3	3	0	-5	-10	8	88
O=C(Nc1ccccc1)c1ccc(CSc2ncccn2)cc1	105	-15	1	-5	10	3	11	22	103
CC(=O)Nc1ccc(N(CC(O)Cn2c3ccccc3c3ccccc32)S(=O)(=O)c2ccc(C)cc2)cc1 (stereo unspecified)	80	0	4	6	7	5	2	-12	102
COc1ccc(C(CC(=O)N2CCCC2)c2ccc(F)cc2)cc1 (stereo unspecified)	102	-10	17*	-1	-6	0	9	19	104
CN(C)c1ccc(/C=c2/sc3n(c2=O)NC2(c4ccccc4)N(C)C(=O)N(C)C2(c2ccccc2)N=3)cc1 (stereo unspecified)	96	-2	3	27	nt	-1	-1	-14	98
COCCNC(=O)C1CCCN(c2nn3c(=O)cc(C)nc3s2)C1 (stereo unspecified)	101	13	1	7	5	-7	9	0	104
COc1cc(/C=N/Nc2ccccn2)ccc1OCC(C)C	96	-4	6	4	7	4	-12	7	91
CCN(CC)S(=O)(=O)c1ccc2c(c1)CC(C(=O)N1CCCC1)N2C(C)=O (stereo unspecified)	106	-19	2	6	-1	-7	5	6	104
CN(C)c1cccc(C(=O)Nc2ccc(N3CCOCC3)cc2)c1	97	-3	0	3	-2	-3	0	5	102
S=C(Nc1ccc(Cl)cc1)Nc1ccc2c(c1)OCCO2	102	-12	nt	6	5	2	-2	0	101
CC1CCCCN1Cc1nc2c(c(=O)n(C)c(=O)n2C)n1Cc1c(F)cccc1Cl (stereo unspecified)	103	-1	0	7	2	-7	-1	-4	92
Cc1ccc(C)c(Cc2c(C)nc3c(C(=O)N4CCOCC4)cnn3c2C)c1	106	-5	7	16	-6	0	5	-4	103
COc1ccc(NC(=O)C/C(C)=N/NC(=O)C(=O)NC2CCCCC2)c(OC)c1	94	0	3	12	-5	9	-9	20	106

Reformatted: results already given.
| mol | MEKK2wt PB1 HTS | p-CIP stab down | IDE cell inh | NALP1 inh | IDE act | M18AAP inhibitor | MEKK2 mut-MEK5 | SUMO HTRF inh | MEKK3 PB1 HTS |
| --- | --- | --- | --- | --- | --- | --- | --- | --- | --- |
| COc1cc(/C=N/Nc2ccccn2)ccc1OCC(C)C | 96 | -4 | 6 | 4 | 7 | 4 | -12 | 7 | 91 |
| CCN(CC)S(=O)(=O)c1ccc2c(c1)CC(C(=O)N1CCCC1)N2C(C)=O (stereo unspecified) | 106 | -19 | 2 | 6 | -1 | -7 | 5 | 6 | 104 |
| CN(C)c1cccc(C(=O)Nc2ccc(N3CCOCC3)cc2)c1 | 97 | -3 | 0 | 3 | -2 | -3 | 0 | 5 | 102 |
| S=C(Nc1ccc(Cl)cc1)Nc1ccc2c(c1)OCCO2 | 102 | -12 | nt | 6 | 5 | 2 | -2 | 0 | 101 |
| CC1CCCCN1Cc1nc2c(c(=O)n(C)c(=O)n2C)n1Cc1c(F)cccc1Cl (stereo unspecified) | 103 | -1 | 0 | 7 | 2 | -7 | -1 | -4 | 92 |
| Cc1ccc(C)c(Cc2c(C)nc3c(C(=O)N4CCOCC4)cnn3c2C)c1 | 106 | -5 | 7 | 16 | -6 | 0 | 5 | -4 | 103 |

Screening results as filed in PubChem BioAssay.
